# Source: PubChem
# Integrin act MD – qHTS for Activators of Integrin-Mediated Alleviation for Muscular Dystrophy | alpha7betagal myoblasts, beta-gal FDG fluorescence, 48 h | Potency, µM (series often up to 38.3 µM), without a hit: top-dose activation, actives largely listed as activators | 350,000 compounds, 0.064% hits | AID 624291, 2012;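 further: potency means the concentration at half of the fitted maximal effect; 100% = response of the positive control SU9516; nearly all actives have a fitted effect of over 60% in size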
#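 alpha7betagal+/- myoblasts (passage 13, 250/well) treated 48 h at 37C with compounds at 1:260 dilution of DMSO stock. Lysed, then beta-galactosidase activity read as FDG fluorescence (ex 480/em 540) after 30 min, with pre-read for autofluorescence.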
# TCR act – Activators of T cell receptors: qHTS campaign | 330,000 tested, under 10 active | Potency, µM (titrated, usually from 9.22 µM), for the others: top-dose activation of IL-2 secretion, hits mostly activators | primary human leukocytes, anti-CD3, IL-2 HTRF, 48 h; further: % of control where 0% means no effect
#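 Readout: HTRF IL-2, Eu-cryptate/d2 antibody pair, 320nm excitation, 665nm emission. Stimulus: a-CD3 beads, no co-stimulation. Cells: primary human leukocytes. Exposure: 48 hr with compound.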
# p53 reactivator – qHTS assay for re-activators of p53 using a Luc reporter | H1299 p53-A138V BP100-luciferase reporter, luminescence, 24 h | AID 504706, 2011 | Potency, µM (top dose mostly 92.2 µM), inactives show top-dose activity change, positive = activation, most hits filed as activators | 320,000 compounds, 0.063% hits; further: potency means the concentration at half of the fitted maximal effect; % of control where 0% means no effect; nearly all actives have a fitted effect of over 45% in size
#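 H1299 (p53-null), stable ts p53-A138V + BP100-Luc; 1000 cells/well, Opti-MEM/10% FBS; cpd 4 pt, 1:5; 24 h, 37 deg C, 5% CO2; detection reagent 10 min RT; luminescence.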
# TRPV1 ag – HTS Assay for Compounds that Act as Agonists of the Vanilloid Receptor 1; TRPV1-expressing cells, Fluo-8 calcium influx, agonist mode; activation, % at 8.33 µM; 320,000 compounds, 0.19% hits; in the data active means activation above about 80%; inconclusive means between about 30% and that limit; further: 0% is about no effect
#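 TRPV1-expressing cells were cultured overnight at 35.5C and loaded with Fluo-8 calcium dye for 40 to 90 min at room temperature. After a 10 s baseline, compound was added and calcium influx was read kinetically for 3 min (ex 480/em 520 nm).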
# A-T KAP1 phos – qHTS Assay for Identifying a Potential Treatment of Ataxia-Telangiectasia; 320,000 compounds, 0.19% hits; […] A-T fibroblasts, KAP-1 phosphorylation AlphaLISA; neocarzinostatin DNA damage 30 min before lysis; Potency, µM (top dose mostly 57.5 µM), without a hit: at the top dose activation, most hits filed as activators; further: potency means the concentration at half of the fitted maximal effect; % of control where 0% means no effect; nearly all actives have a fitted effect of over 45% in size
#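 hTERT-immortalized A-T patient fibroblasts ([…]), 500 cells/well in OPTI-MEM, 1% FBS, got compounds for 60 min, then NCS for 30 min at 37C. Lysates were then assayed for phospho-KAP-1 by AlphaLISA (anti-pKAP1 donor, anti-KAP1 acceptor beads), 6 hr at 25C.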
# BRCA1 expr up – qHTS Assay to Identify Small Molecule Activators of BRCA1 Expression; AID 624202, 2012; Potency, µM (doses to about 46.1 µM), for the others: top-dose activation, actives largely listed as activators; MCF7-BRCA1-FFLuc reporter, luminescence, 48 h; response scale: scaled: vehicle 0%, 10 µM genistein 100%; 380,000 compounds, 1.1% hits; further: potency means the concentration at half of the fitted maximal effect; nearly all actives have a fitted effect of over 80% in size; some results filed as inactive show a strong effect at the top dose
#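 Luminescence from a BRCA1-driven firefly luciferase in MCF7 cells was the read-out, taken 15 min after substrate addition following 48 h compound exposure at 37 °C. Data were normalized to a 10 microM genistein control and DMSO vehicle.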
# PTAP TSG101 blk – qHTS Assay for Iinhibitors of HIV-1 Budding by Blocking the Interaction of PTAP/TSG101; Potency, µM (titrated, usually from 115 µM), without a hit: top-dose activity change, negative = inhibition, hits mostly inhibitors; Fluorescence polarization, FITC-PTAP peptide / Tsg101 binding; 340,000 tested, under 10 active; active means well fitted inhibition curve with a large enough effect in the main read-out, with a control signal flat, not every such curve was filed as active; inconclusive means small, poorly fitted or top-dose-only effect, or effect the other way, or a change in a side signal; inactive means no such curve, though single readings can be large or run the other way; further: potency means the concentration at half of the fitted maximal effect; % of control where 0% means no effect
#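 Tsg101 binding domain (10 uM final) was mixed with compound and a FITC-labeled PTAP peptide (50 nM final) in HEPES pH 7.5 buffer with NaCl, Tween 20, EDTA and TCEP; fluorescence polarization was read after 20 min at r.t.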
# CXXC DNA block – qHTS Fluorescence Polarization Assay for Inhibitors of MLL CXXC domain - DNA interaction | Histone-lysine N-methyltransferase 2A (Homo sapiens), Q03164 | MLL-CXXC / FITC-HOXA9 DNA fluorescence polarization | Potency, µM (highest dose often 115 µM), inactives show at the top dose activity change, negative = inhibition, usual class: inhibitors | 290,000 compounds, 0.037% hits | AID 2662, 2010; active means well fitted inhibition curve with a large enough effect in the polarisation, with a control signal flat, not every such curve was filed as active; inconclusive means small, poorly fitted or top-dose-only effect, or effect the other way, or a change in a side signal; inactive means no such curve, though single readings can be large or run the other way; the % refers to the polarisation; further: potency means the concentration at half of the fitted maximal effect
#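 Steps: dispense CXXC domain solution (7 uM) → pin compounds or unlabeled HOX-A9 DNA control → 5 min ambient → add FLSN-HOX-A9 solution (50 nM) → spin → 30 min ambient → fluorescence polarization. Tris pH 7.5/NaCl/DTT/BSA buffer.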
# ELG1 repair inh – qHTS screen for small molecules that inhibit ELG1-dependent DNA repair in human embryonic kidney (HEK293T) cells expressing luciferase-tagged ELG1. HEK293T ELG1-luciferase reporter, luminescence, 16 h; DNA damage induced by 5-fluorouridine. Potency, µM (top dose mostly 46.1 µM), for inactives: top-dose activity change, negative = inhibition, actives largely listed as inhibitors. 330,000 compounds, 2.3% hits. AID 504467, 2011; further: potency means the concentration at half of the fitted maximal effect; on the % scale 0 is the no-effect control and ±100 the full control effect; nearly all actives have a fitted effect of over 55% in size
#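 In this reporter screen, reduction of luminescence relative to DMSO vehicle indicated activity. Compounds and 5-fluorouridine were added together to 2,000 cells per well, incubated for 16 hr at 37 °C, then developed with ONE-Glo.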
# B2AR arrestin – qHTS assay of beta-arrestin-biased ligands of beta2-adrenergic receptor; 330,000 compounds, 0.02% hits; AID 492947, 2010; Potency, µM (doses to about 46.1 µM), inactives show at the highest dose activation, actives largely listed as activators; Beta-2 adrenergic receptor (Homo sapiens), P07550; beta-arrestin recruitment to beta2AR, cell-based reporter;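 further: potency means the concentration at half of the fitted maximal effect; 0% = DMSO controls and full agonism = EC100 isoproterenol or metaproterenol; nearly all actives have a fitted effect of over 65% in size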
# An asterisk follows results filed as active; ? = inconclusive; . = no result given; [ ] = another dose, or the depositor's remark. Unless noted, the call rests on the fitted dose curve; in most records, active means well fitted curve in the direction sought with a large enough effect; inconclusive means small, poorly fitted or top-dose-only effect, or another doubt; inactive means no such curve, though single readings can be large; an effect the other way counts as inactive or inconclusive. The order is random; 3.8% or so of the library scored in one or more.
SMILES,Integrin act MD,TCR act,p53 reactivator,TRPV1 ag,A-T KAP1 phos,BRCA1 expr up,PTAP TSG101 blk,CXXC DNA block,ELG1 repair inh,B2AR arrestin
CCN(CCn1cccn1)Cc1cn[nH]c1-c1ccc(-c2ccccc2)cc1,-1%,3%,6%,3,10%,33%,-7%,-8%,?,-1.1%
COc1cc(C2CC(=O)NC3=C2C(=O)CC(C)(C)C3)ccc1O (stereo not given),-8%,-9%,-6%,1,-17%,-4%,-4%,8%,15%,-0.2%
CCOC(=O)C1=NOC2C(=O)N(c3ccc(Cl)cc3Cl)C(=O)C12 (stereo not given),11%,0%,1%,2,1%,2%,0%,9%,6%,0.2%
CCCS(=O)(=O)N1CCCC(C(=O)NC(C)c2ccc3c(c2)OCCO3)C1 (stereo not given),13%,1%,3%,7,7%,18%,-6%,-9%,-1%,-1.4%
Cc1ccc(-c2ccc(=O)n(Cc3ccc(F)cc3Cl)n2)cc1,2%,1%,0%,?,-1%,-27%,1%,0%,-1%,0.0%
CCCC[n+]1ccn(C2=C([O-])c3ccccc3C(=O)/C2=N\S(=O)(=O)c2ccc(Cl)cc2)c1,9%,-2%,5%,-2,16%,-67%,-4%,28%,?,0.3%
CCc1noc(C)c1C(=O)Nc1nc2ccc(OC)cc2s1,0%,-1%,7%,8,1%,69%,-11%,.,9%,-0.8%
COCCCn1c(=O)/c(=C\c2ccccc2OC(C)C)s/c1=C(/C#N)C(=O)Nc1ccc(C(=O)O)cc1,0%,-2%,-5%,?,-7%,-17%,?,?,?,-0.2%
CCC(=O)N(Cc1ccc(S(N)(=O)=O)cc1)C1CC(=O)N(c2ccc(OC)cc2)C1=O (stereo not given),-14%,4%,2%,2,3%,-28%,-6%,-5%,-3%,-1.8%
O=S(=O)(c1ccc(S(=O)(=O)n2cnc3ccccc32)cc1)N1CCCCCC1,-2%,-7%,-10%,0,4%,7%,-10%,-4%,6%,-0.3%
O=C(O)/C=C/C(=O)Nc1ccc(Cc2ccc(NC(=O)/C=C/C(=O)O)cc2)cc1,15%,-4%,1%,3,5%,-9%,-3%,-17%,7%,-1.2%
COc1ccccc1N(CC(=O)N/N=C(\C)c1cccc(Br)c1)S(C)(=O)=O,-10%,8%[46.1 µM],-6%,-2,10%,-22%,-1%,11%,-7%,-0.8%
CCCCc1ncc(CN2CCC(CC3CCCCO3)(C(=O)OCC)CC2)[nH]1 (stereo not given),-36%,3%,2%,0,0%,13%,-1%,12%,7%,0.1%
c1ccc(-c2nnc(-c3ccccc3)o2)cc1,15%,-19%,?,28,11%,79%,2%,-7%,?,-2.3%
CC(=O)Nc1nc(-c2ccccc2)nc(C)c1C(C)=O,14%,-503%,?,1,5%,-26%,-3%,3%,6%,-0.3%
O=C(O)C1CCCCC1C(=O)Nc1ccc(OCc2ccccc2)cc1 (stereo not given),2%,-6%,4%,0,-6%,56%,-6%,-9%,?,0.2%
Cc1cccc(N(CC(=O)NC(C)(C)C)C(=O)CS(=O)CC(=O)Nc2ccc3c(c2)OCO3)c1 (stereo not given),-22%,-8%,17%,3,4%,22%,-1%,13%,7%,0.0%
Cc1ccnc(NC(=O)C(Cc2ccccc2)NC(=O)c2ccccc2)c1 (stereo not given),-35%,.,9%,26,0%,4%,1%,.,-5%,-0.3%
O=S(=O)(NCC(c1ccc2c(c1)OCO2)N1CCOCC1)c1ccc(F)cc1 (stereo not given),-1%,12%,4%,-3,-2%,2%,-10%,.,1%,-1.7%
COC(=O)c1cc(S(=O)(=O)N2CCN(c3cccc(OC)c3)CC2)cn1C,10%,3%,5%,0,1%,-13%,2%,-4%,7%,0.1%
CC(C)n1c(N2CCN(C(=O)Nc3ccccc3)CC2)nc2ccccc21,2%,6%,-7%,9,-8%,0%,-3%,4%,-25%,0.2%
O=C(CN1CCOCC1)OCCCc1ccccc1,19%,-22%,1%,13,2%,-7%,-7%,2%,9%,-0.1%
CCn1c(C)c(C)c2cc(C(=O)NCCc3ccco3)ccc21,34%,3%,3%,10,-3%,33%,-2%,-16%,2%,0.3%
Cc1ccccc1NC(=O)Cc1nc(COC(=O)c2nc(Cl)ccc2Cl)cs1,16%,.,-10%,0,-2%,15%,-7%,.,2%,-0.3%
C=CCOC(=O)C1=C[C@H](c2ccc(C(F)(F)F)cc2)[C@@H](CCCO)[C@H](OCC)O1,22%,0%,-3%,?,-18%,-9%,.,-9%,9%,0.0%

# Copied from the list.
# TRPV1 ag result of `CC(=O)Nc1nc(-c2ccccc2)nc(C)c1C(C)=O` : 1
# A-T KAP1 phos result of `C=CCOC(=O)C1=C[C@H](c2ccc(C(F)(F)F)cc2)[C@@H](CCCO)[C@H](OCC)O1` : -18%
# CXXC DNA block result of `CCn1c(C)c(C)c2cc(C(=O)NCCc3ccco3)ccc21` : -16%
# ELG1 repair inh result of `O=S(=O)(c1ccc(S(=O)(=O)n2cnc3ccccc32)cc1)N1CCCCCC1` : 6%

# (cont.)
SMILES,Integrin act MD,TCR act,p53 reactivator,TRPV1 ag,A-T KAP1 phos,BRCA1 expr up,PTAP TSG101 blk,CXXC DNA block,ELG1 repair inh,B2AR arrestin
Cc1ccc(NC(=O)c2cncc(Br)c2)c([N+](=O)[O-])c1,7%,-1%[46.1 µM],27%,6,-6%,?,-2%,-2%,19%,-0.6%
CCn1c(SCC(=O)Nc2cc(C)on2)nnc1-c1cccs1,-11%,9%,4%,-2,?,-19%,-8%,-7%,12%,0.2%
CCOc1ccc(NS(=O)(=O)c2ccc(NC(=O)C3CCCO3)cc2)cc1 (stereo not given),-14%,1%,6%,1,1%,-4%,-9%,-1%,-22%,0.0%
COc1cc(C2Nc3ccccc3C(=O)N2NS(C)(=O)=O)c([N+](=O)[O-])cc1OC (stereo not given),-8%,0%,1%,2,1%,-25%,0%,-8%,-8%,-0.2%
CCOc1ccc(NC(=O)N(C2CCCCC2)C(C)c2cccnc2)cc1 (stereo not given),20%,6%,1%,-4,-13%,5%,-4%,-11%,3%,-0.1%
O=[N+]([O-])c1ccc(-c2cnc[nH]2)cc1,37%,-1%,14%,-1,-11%,103%,0%,-5%,?,-0.5%
CC(C)c1ccccc1NC(=O)CNCCc1ccc(C(F)(F)F)cc1,-28%,0%,-7%,28,8%,-40%,-3%,1%,-9%,-0.5%
C=C(C)C(=O)Nc1cccc(C2=NOC3(C2)C[C@@H](C(N)=O)N(C(=O)CCCCC)C3)c1 (stereo not given in full),-7%,-5%,-3%,0,-16%,-23%,-4%,10%,-16%,-0.6%
Cc1c(/C=N/NC(=O)c2cccnc2)cc(C#N)n1C,-24%,-2%,-3%,0,-8%,-20%,1%,5%,11%,-0.2%
COc1ccc(N2CCC(CNC(=S)Nc3cc(C)ccc3C)C2)cc1 (stereo not given),17%,-7%,-1%,10,-50%,-18%,-4%,-4%,?,-0.2%
O=C1NC(c2ccccc2)=C(c2ccccc2)C1=O,13%,0%[46.1 µM],10%,1,2%,2%,-2%,5%,1%,-0.2%

# Pulled one by one from the list above (3):
SMILES,Integrin act MD,TCR act,p53 reactivator,TRPV1 ag,A-T KAP1 phos,BRCA1 expr up,PTAP TSG101 blk,CXXC DNA block,ELG1 repair inh,B2AR arrestin
Cc1ccc(NC(=O)c2cncc(Br)c2)c([N+](=O)[O-])c1,7%,-1%[46.1 µM],27%,6,-6%,?,-2%,-2%,19%,-0.6%
O=C1NC(c2ccccc2)=C(c2ccccc2)C1=O,13%,0%[46.1 µM],10%,1,2%,2%,-2%,5%,1%,-0.2%
CCOc1ccc(NS(=O)(=O)c2ccc(NC(=O)C3CCCO3)cc2)cc1 (stereo not given),-14%,1%,6%,1,1%,-4%,-9%,-1%,-22%,0.0%
